D3 ag: agonists of human D3 dopamine receptor. P35462. D3R DiscoveRx beta-arrestin cells, luminescence, 90 min. max activation, %. 410,000 compounds, 0.58% hits; in the data active = max activation above about 30%; note: 0% is about no effect; mostly tested at two doses, the higher about 12 µM
Target sequence (P35462 whole entry, looked up): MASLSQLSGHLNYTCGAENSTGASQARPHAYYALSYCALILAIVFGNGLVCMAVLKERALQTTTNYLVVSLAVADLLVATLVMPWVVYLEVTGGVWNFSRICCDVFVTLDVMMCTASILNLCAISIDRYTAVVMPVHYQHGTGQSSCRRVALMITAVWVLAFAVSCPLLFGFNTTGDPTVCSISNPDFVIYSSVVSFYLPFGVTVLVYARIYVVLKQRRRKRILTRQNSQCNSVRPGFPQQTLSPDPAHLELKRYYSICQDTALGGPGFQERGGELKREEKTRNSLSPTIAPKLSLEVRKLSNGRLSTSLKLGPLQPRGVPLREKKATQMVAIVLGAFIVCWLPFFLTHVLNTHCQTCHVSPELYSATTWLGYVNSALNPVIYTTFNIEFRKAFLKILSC
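Cells at 1500/well, incubated overnight, then treated with pinned compounds (dopamine as control) for 90 min at 37 degrees C. DiscoveRx reagent added for 30 - 60 minutes at room temperature; luminescence read.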
HT1080 IDH1KD tx: kills HT-1080 cells with IDH1 knockdown. AID 686971. Potency, µM (highest dose often 46.1 µM), for the others: at the highest dose activity, negative = toxicity, hits mostly cytotoxic. HT-1080 IDH1 knockdown viability, ATP luminescence, 48 h. 360,000 compounds, 2% hits;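 note: potency is the fitted concentration of half-maximal effect; 0% = DMSO wells and -100% = cell-free medium wells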
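% activity derives from luminescence (CellTiter-Glo), normalised to DMSO and no-cell wells. HT-1080-IDH1KD cells, 750/well, had 48 h compound exposure at 37 °C.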
KB-V1 cytotox: KB-V1 MDR subline cytotoxicity. KB-V1 MDR cells viability, CellTiter-Glo, 72 h. Potency, µM (series often up to 46.1 µM), without a hit: at the highest dose activity change, negative = cytotoxicity, hits mostly cytotoxic. 400,000 compounds, 3.4% hits; note: potency is the fitted concentration of half-maximal effect; % is set by controls: 0 for no effect and ±100 for the full control effect; nearly all actives have a fitted effect of over 60% in size
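Drug-selected KB-V1 cells, grown in DMEM lacking phenol red with 10% FBS, receive compound titrations; after three days at 37 degrees C, surviving cell ATP is quantified by CellTiter-Glo luminescence and responses normalized and curve-fitted.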
SW480 rereplic: DNA re-replication induction in SW480 cells; SW480 DNA re-replication, Hoechst DNA content imaging, 48 h; Potency, µM (top dose mostly 46.1 µM), inactives show at the top dose re-replication activation, actives largely listed as activators; 340,000 compounds, 1.8% hits; note: potency is the fitted concentration of half-maximal effect; % of control where 0% means no effect; nearly all actives have a fitted effect of over 55% in size
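SW480 cells exposed to compounds for 48 hr at 37 C, 5% CO2, then Hoechst-stained 40 min. Nuclear DNA content imaged by fluorescence scanning (405 nm excitation, 500-530 nm emission); re-replication scored as increased high-intensity nuclei.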
D3 antag: D3 dopamine receptor (human) antagonism; P35462; D3R cells, DiscoveRx beta-arrestin luminescence, antagonist mode; hits give low values; max response, negative = inhibition, %; 360,000 compounds, 2.5% hits; in the data active = max response below about -50%; inconclusive = no clear call, values can overlap the other calls; note: % is set by controls: 0 for no effect and ±100 for the full control effect; mostly tested at two doses, the higher about 12 µM
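Cells expressing the human receptor were seeded at 1500 cells/well, incubated overnight at 37 degrees C in 5% CO2, then exposed to library compounds with dopamine controls for 90 minutes at 37 degrees C before luminescent detection.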
HT1080-NT tox: kills 2HG-producing HT-1080-NT fibrosarcoma cells. HT-1080-NT fibrosarcoma viability, CellTiter-Glo ATP luminescence, 48 h. Potency, µM (doses to about 46.1 µM), for the others: top-dose activity, negative = less viability, hits mostly cytotoxic. 360,000 compounds, 1.6% hits;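 note: NT is the 2HG producing partner of a matched IDH1 knockdown line; potency is the fitted concentration of half-maximal effect; 0% = DMSO-treated cells and -100% = media-only wells without cells; nearly all actives have a fitted effect of over 55% in size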
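Luminescent CellTiter-Glo readout after 48 hours of compound exposure at 37 degrees C defined viability of HT-1080-NT cells. Activity was normalized to DMSO wells and cell-free media wells; concentration-response curves were fitted and assigned curve classes.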
KB-3-1 cytotox: KB-3-1 parental cell cytotoxicity. KB-3-1 viability, CellTiter-Glo ATP luminescence, 72 h. Potency, µM (titrated, usually from 46.1 µM), inactives show at the top dose activity change, negative = cytotoxic, most hits filed as cytotoxic. 400,000 compounds, 1.4% hits; note: potency is the fitted concentration of half-maximal effect; % is set by controls: 0 for no effect and ±100 for the full control effect; nearly all actives have a fitted effect of over 60% in size
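Parental KB-3-1 adenocarcinoma cells in phenol-red-free DMEM with 10% FBS were pin-treated with compounds at several concentrations, incubated 72 h at 37 °C, and viability read by CellTiter-Glo luminescence; concentration-effect curves were fitted after normalization.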
IL-1B inflam inh: inflammasome signaling inhibition, IL-1 beta readout | 360,000 compounds, 4.7% hits | activity change, % at 57.5 µM | THP-1 LPS/ATP IL-1B secretion, AlphaLISA, 16 h; hits give low values | AID 743279; in the data active = activity change below about -50%; inconclusive = mostly about -30% to -49%; note: % is set by controls: 0 for no effect and ±100 for the full control effect
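THP-1 cells pretreated 1 hr with compounds (up to 57.5 uM final), then stimulated with LPS (250 ng/mL final) plus ATP (1.25 mM final); secreted IL-1B measured by AlphaLISA after 16 hr, decreased signal indicating inhibition.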
GLP-1R agonist: agonists of human GLP-1 receptor; P43220; HEK293 GLP-1R CRE-luciferase, luminescence, 4-6 h; cells express a hypersensitive GLP-1R form; Potency, µM (doses to about 45.6 µM), for the others: at the top dose activation, hits mostly activators; 380,000 compounds, 0.007% hits; AID 624172; note: potency is the fitted concentration of half-maximal effect; % of control where 0% means no effect
Target sequence (P43220 whole entry, looked up): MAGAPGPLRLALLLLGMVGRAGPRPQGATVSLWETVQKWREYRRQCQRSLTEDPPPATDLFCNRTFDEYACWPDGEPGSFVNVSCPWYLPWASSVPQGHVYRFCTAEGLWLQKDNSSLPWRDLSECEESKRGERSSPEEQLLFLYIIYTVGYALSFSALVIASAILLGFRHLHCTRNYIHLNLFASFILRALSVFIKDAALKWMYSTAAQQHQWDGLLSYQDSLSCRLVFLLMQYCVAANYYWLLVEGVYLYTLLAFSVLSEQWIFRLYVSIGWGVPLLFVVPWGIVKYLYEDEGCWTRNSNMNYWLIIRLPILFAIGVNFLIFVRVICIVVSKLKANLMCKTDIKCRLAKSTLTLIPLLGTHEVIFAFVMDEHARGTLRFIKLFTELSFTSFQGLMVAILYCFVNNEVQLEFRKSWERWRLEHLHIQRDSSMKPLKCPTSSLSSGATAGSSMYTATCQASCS
Active calls of the source: *; i = inactive; ? = inconclusive; · = not tested or not shown; & = joins results of further samples; ! = not confirmed by another sample; [ ] = dose if it differs, or a comment. Unless noted, calls come from the whole dose curve; as a rule, active = well fitted curve in the direction sought with a large enough effect; inconclusive = small, poorly fitted or top-dose-only effect, or another doubt; inactive = no such curve, though single readings can be large; an effect the other way counts as inactive or inconclusive.

molecule	SW480 rereplic	KB-V1 cytotox	IL-1B inflam inh	KB-3-1 cytotox	HT1080 IDH1KD tx	D3 antag	D3 ag	GLP-1R agonist	HT1080-NT tox
Cc1ccc(CNC(=O)[C@H](C)[C@H]2C[C@]2(C)[C@H](NC(=O)OCc2ccccc2)c2ccccc2)o1	?	-9.3%	-3.5	-3.4%	-10.9%	-23.5	-23.1	2.3%	-0.2%
O=C(CSc1n[nH]c(-c2ccccn2)n1)Nc1cccc(Cl)c1	?	-24.1%	142.5	?	?	-2.3	9.6	-1.3%	-26.2%
CN1CCN(C(=O)CSc2ccc(C(F)(F)F)cc2[N+](=O)[O-])CC1	2.3%	8.3%	15.3	2.1%	6.9%	11.9	-1.8	3.4%	3.0%
NS(=O)(=O)c1ccc(CCNC(=O)C2CCN(S(=O)(=O)c3cnc[nH]3)CC2)cc1	?	-8.8%	1.3	5.6%	3.3%	-19.5	-4.5	0.3%	-1.0%
CC1=C(C(=O)OC2CCCCCC2)C(c2ccc(Cl)cc2Cl)CC(=O)N1 (stereo not drawn)	·	14.1%	·	6.5%	·	·	0.4	0.9%	·
COCCNC(=O)C1(C)CCN(Cc2noc(-c3c(C)noc3C)n2)C1 (stereo not drawn)	·	6.4%	31.6	0.0%	14.5%	10.2	12.2	-1.8%	?
CCN1C(N(C)CCc2c[nH]c3ccccc23)=N[C@@H](c2cccc(C(F)(F)F)c2)C(C(=O)OC)=C1C	?	?	?	0.0%	-19.1%	20.6	1.7	-1.4%	-6.7%
Cn1c(=O)c2cc(NC(=O)NCCc3cccs3)ccc2n1Cc1cccc(C(F)(F)F)c1	·	2.6%	1.3	-0.3%	-29.0%	18.7	1.8	2.9%	2.3%
Cc1ccc(C(=O)COC(=O)C(C)N2C(=O)C3C4CCC(C4)C3C2=O)cc1C (stereo not drawn)	-2.6%	3.3%	2.6	16.0%	3.1%	1.4	3.8	3.8%	1.9%
CCCCCCCCC[n+]1cccc2c3ccccc3ccc21	?	?	-6.8	?	10.3µM*	-26.6	-8.6	-12.7%	7.31µM*
CCc1ccc(C2CC(c3ccc(Cl)cc3)n3nc(N)nc3N2)cc1 (stereo not drawn)	-9.8%	-14.3%	?	-24.1%	-2.0%	-0.1	-3.6	0.0%	0.3%
COC(=O)c1nn(-c2ccccc2)c2nnc(Cc3ccc(C)cc3)c(=O)n12	0.7%	?	20.5	13.3%	11.4%	15.4	10.0	1.0%	-3.8%
CSCCC(NC(N)=O)C(=O)Nc1cccc(S(=O)(=O)N2CCOCC2)c1 (stereo not drawn)	-6.7%	2.3%	37.3	0.0%	2.0%	3.0	2.9	-0.3%	2.5%
O=C(NCc1n[nH]c(=S)n1Cc1ccccc1)c1ccccc1	-45.8%[inhibitor]	1.1%	4.5	1.6%	0.5%	-11.4	-1.2	-4.7%	0.0%
COCCCNC(=O)Cc1c(C)c2cc3c(cc2oc1=O)OC(C)(C)CC3	?	-16.9%	17.0	-20.1%	-15.9%	-7.3	0.6	17.3%	-21.0%
CC(C)C(=O)Nc1cccc(C(=O)Nc2cc([N+](=O)[O-])ccc2F)c1	2.3%	9.1%	-8.1	2.3%	14.1%	0.5	-0.9	11.4%	-1.9%
Cc1ccc(N2CCN(C(=O)c3cccc([N+](=O)[O-])c3)CC2)cc1Cl	-15.0%	1.2%	?	-1.4%	2.6%	3.7	4.6	5.4%	4.7%
O=C(CCN1C(=O)COc2ccccc21)NCCN1CCN(c2cccc(Cl)c2)CC1	-2.5%	?	?	1.9%	1.1%	-68.8*	-30.9	3.0%	-3.2%
COc1ccc(C(=O)COC(=O)CNS(=O)(=O)c2ccc(C)cc2)cc1	-3.3%	-2.7%	13.4	11.2%	-5.2%	3.6	-2.2	4.5%	-0.2%
Nc1n[nH]c2c1C1(CCCCC1)Cc1ccccc1-2	4.9%	?	-4.0	13.4%	2.3%	2.4	1.1	-1.1%	2.7%
CCCCNC(=O)CN1C(=O)CSc2ccc(S(=O)(=O)N3CCOCC3)cc21	·	14.7%	-7.3	3.5%	13.2%	14.0	-0.5	6.2%	10.4%
c1ccc(CN2CCC(Nc3nc(-c4cccs4)nc4ccccc34)CC2)cc1	1.1%	?	-64.2*	-16.5%	?	-28.7	-7.4	-4.1%	?
COc1ccc(C(=O)NCc2nnc(SCC(=O)Nc3nnc(C)s3)o2)cc1OC	2.2%	17.2%	19.6	19.5%	2.4%	2.3	2.8	-0.4%	9.6%
CSc1nc2ccccc2n1CC(=O)Nc1c(C)n(C)n(-c2ccccc2)c1=O	1.7%	-1.3%	21.1	19.0%	1.0%[9.24 µM]	7.3	1.8	-1.9%	-0.7%
O=C(NC1CCS(=O)(=O)C1)c1cccc(S(=O)(=O)N2CCCC2)c1 (stereo not drawn)	-2.8%	0.0%	11.4	-0.2%	9.1%	8.5	3.5	1.2%	12.1%
Cc1nc2nc(SCC(=O)Nc3cccc(F)c3)[nH]c2cc1Br	-0.1%	-9.5%	34.0	-0.8%	0.6%	7.7	-4.9	0.9%	-1.2%
Cc1cccc(C(C)C)c1NC(=O)CSc1ncnc2[nH]ncc12	2.3%	?	-2.9	-29.5%	-1.1%	-21.5	2.7	-0.6%	-7.2%
CCc1c(C#N)c(SCCC(=O)Nc2ccc(OC)cc2)nc2c1C(=O)CC(C)(C)C2	5.3%	?	?	2.2%	-9.7%	-5.4	3.9	3.7%	-5.0%
CN(CC(=O)Nc1ccccc1Br)C(=O)C(Cc1ccccc1)NC(=O)c1ccccc1 (stereo not drawn)	-11.7%	?	i	0.0%	-12.3%	-0.5	12.8	8.6%	0.3%
Cc1ccc(S(=O)(=O)N2CC3C(=O)C[C@@H](c4ccccc4Cl)N(S(=O)(=O)c4ccc(C)cc4)C3CC2c2ccccc2)cc1 (stereo partly drawn)	·	-27.9%	-22.0	-13.1%	6.5%	9.9	4.8	·	4.2%
Cc1ccc(CNC(=O)Cn2cnc3c(NC(=O)OCc4ccccc4)ncnc32)o1	-10.1%	6.8%	-5.5	13.1%	-1.3%	-26.9	-37.5	5.3%	0.4%
CCOC(=O)[C@]12CCC=C1N(Cc1cccc3ccccc13)C(=O)[C@H](CC(=O)NCc1cccc(C(F)(F)F)c1)C2	·	20.6µM*	-21.1	?	?	7.1	-4.5	-0.6%	-28.6%
COc1ccc(N(CC(=O)NC2CCCCC2)C(=O)CNC(=O)c2ccco2)c(OC)c1	-11.9%	2.4%	-7.1	-0.8%	?	14.3	-2.2	0.0%	14.6%
COC(CNc1ccc([N+](=O)[O-])c(NCC(OC)OC)c1C#N)OC	-2.3%	-14.8%	-12.9	-5.1%	-9.6%	8.1	-8.9	8.6%	2.9%
CCOC(=O)N1CCC(N2Cc3cccc(C(=O)Nc4ccc(OC)c(OC)c4)c3C2=O)CC1	-20.6%	?	?	12.2%	3.3%	63.3	5.0	13.0%	17.7%
CCCC(CCC)n1[nH]c(=O)c2c(C)cc(C)nc21	-1.7%	-4.5%	0.6	-4.7%	1.0%	0.0	3.8	10.0%	-3.3%
CCS(=O)(=O)N1CCC(NC(=O)C2CCCCC2)CC1	3.4%	-17.3%	-6.6	14.5%	5.6%	7.0	0.0	-9.4%	8.2%
COC(=O)NNC(=O)Cc1cccc2ccccc12	-1.6%	0.9%	10.2	12.2%	12.5%	-5.0	-4.3	-1.6%	12.1%
O=C1C2C3C=CC(C3)C2C(=O)N1c1ccc2ccccc2c1 (stereo not drawn)	?	-13.6%	0.0	2.6%	0.8%	11.7	4.5	-0.7%	1.4%
Cc1cccc(N2CCN(C(=O)CN3C(=O)COc4ccc(S(=O)(=O)N5CCCCCC5)cc43)CC2)c1C	·	0.0%	·	-0.5%	·	·	-0.7	-1.8%	·
COc1ccc(CNC(=O)C2CCCN(S(=O)(=O)c3ccc4c(c3)CCCN4C(C)=O)C2)cc1 (stereo not drawn)	0.2%	-8.3%&-22.8%	4.3	20.6µM*!	-2.2%	0.7	3.5&0.0	-2.4%	-8.0%
CC1(C)COC(Cn2c3ccccc3c3ccccc32)O1 (stereo not drawn)	?	-14.5%	47.5	?	23.1µM*	-4.1	-5.7	10.5%	-13.7%

Among those listed so far, 2 contain a cyano group.
molecule	SW480 rereplic	KB-V1 cytotox	IL-1B inflam inh	KB-3-1 cytotox	HT1080 IDH1KD tx	D3 antag	D3 ag	GLP-1R agonist	HT1080-NT tox
CCc1c(C#N)c(SCCC(=O)Nc2ccc(OC)cc2)nc2c1C(=O)CC(C)(C)C2	5.3%	?	?	2.2%	-9.7%	-5.4	3.9	3.7%	-5.0%
COC(CNc1ccc([N+](=O)[O-])c(NCC(OC)OC)c1C#N)OC	-2.3%	-14.8%	-12.9	-5.1%	-9.6%	8.1	-8.9	8.6%	2.9%

Compound activity: PubChem, National Center for Advancing Translational Sciences (NCATS)

Compounds as they come; overall some 12% were active at least once.
